# NPY-Y2 antag = antagonists of human neuropeptide Y receptor Y2; NPY-Y2 expressing cells, antagonist mode; inhibition, % at 2.7 µM; 140,000 compounds, 0.99% hits; P49146; in the data active = inhibition above about 17%;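 also: 0% = vehicle with agonist challenge and 100% = reference antagonist with challenge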
# Target sequence (P49146 whole entry, looked up): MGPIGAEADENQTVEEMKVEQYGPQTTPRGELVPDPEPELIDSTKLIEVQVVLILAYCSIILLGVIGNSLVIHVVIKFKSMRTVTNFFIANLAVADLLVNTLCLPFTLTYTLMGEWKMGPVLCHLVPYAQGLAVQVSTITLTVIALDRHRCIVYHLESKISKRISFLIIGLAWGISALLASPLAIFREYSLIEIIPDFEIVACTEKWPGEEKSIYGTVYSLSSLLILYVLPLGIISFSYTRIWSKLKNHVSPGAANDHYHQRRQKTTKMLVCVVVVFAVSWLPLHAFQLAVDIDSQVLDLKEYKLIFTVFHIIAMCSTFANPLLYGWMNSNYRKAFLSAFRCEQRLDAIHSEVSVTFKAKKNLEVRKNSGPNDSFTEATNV
# Yeast life ext = yeast lifespan extension | 130,000 compounds, 0.68% hits | AID 775 | S. cerevisiae growth with nicotinamide, OD615; deaD strain in restrictive glucose medium | inhibition of the nicotinamide effect, % at 10 µM;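 active = inhibition above a set limit, placed 3 SD over the median of all compounds, cut at about 26% in these data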;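 also: 0% = nicotinamide-treated wells and 100% = cells grown without nicotinamide; some compounds called inactive have numbers as strong as hits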
#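 assay system = DeaD-strain S. cerevisiae | measured by = absorbance at 615 nm | probe or stimulus = nicotinamide 1.5 mM | buffer or medium = CSMM-D glucose medium, restrictive | times = 48 h at 30 °C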
# MRP-1 activ = MRP-1 activation | H69AR cells + doxorubicin, viability rescue, CellTiter-Glo | viability increase, % at 10 µM | 140,000 compounds, 0.61% hits | AID 799;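 active = viability gain under doxorubicin at or above a set limit, the compound median plus 3 SD, cut at about 4.7% in these data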;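 also: MRP-1 overexpressing cells given doxorubicin 25 µM after compound pretreatment; 18-22 h compound pretreatment then 72 h with doxorubicin before readout; 0% = doxorubicin-only wells and 100% = vehicle-treated cells without doxorubicin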
# Measles CPE = protection of cells from measles virus. Measles virus-infected cells, CPE protection, absorbance. protection (pct of control), % at 4 µM. 140,000 compounds, 1.5% hits. AID 841; in the data active = protection mostly above about 24%, no sharp cut-off; inactive = mostly below about 26%; also: some compounds called inactive have numbers as strong as hits
# BB579 growth dn = reduces growth of yeast BB579 in restrictive medium; S. cerevisiae BB579 growth, OD615, 48 h; inhibition, % at 10 µM; 140,000 compounds, 0.51% hits;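 active = inhibition above a set limit, 3 SD over the mean compound inhibition, cut at about 44% in these data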; also: inactives centre near -24
#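 test system = yeast BB579 (DeaD) | buffer or medium = restrictive CSMM-D medium | doses = single compound dose of 10 µM, 0.25% DMSO final | times = 4 h preincubation and 48 h exposure at 30 °C | technique = culture absorbance at 615 nm | benchmarks = amphotericin B 10 µg/mL, positive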
# E-sel TNF inh = blocks E-selectin expression induced by TNF alpha; HUVEC TNFa-induced E-selectin immunofluorescence, high content; inhibition, % at 2 µM; 120,000 compounds, 0.71% hits; AID 1246;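 active = inhibition above the batch mean plus 3 SD, and confirmed as a hit on visual image review, cut at about 43% in these data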;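 also: 0% = TNF-stimulated DMSO wells and 100% = unstimulated control wells; not every result past the cut was called active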
# GALR2 blocker = antagonists of human galanin receptor 2 (GALR2); O43603; GALR2-expressing cells, antagonist mode; inhibition, % at 4 µM; 140,000 compounds, 0.39% hits; AID 828; in the data active = inhibition above about 27%;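 also: cells stimulated with galanin 1-16 at roughly its EC80; 0% = agonist challenge control and 100% = basal control without agonist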
# Target sequence (O43603 whole entry, looked up): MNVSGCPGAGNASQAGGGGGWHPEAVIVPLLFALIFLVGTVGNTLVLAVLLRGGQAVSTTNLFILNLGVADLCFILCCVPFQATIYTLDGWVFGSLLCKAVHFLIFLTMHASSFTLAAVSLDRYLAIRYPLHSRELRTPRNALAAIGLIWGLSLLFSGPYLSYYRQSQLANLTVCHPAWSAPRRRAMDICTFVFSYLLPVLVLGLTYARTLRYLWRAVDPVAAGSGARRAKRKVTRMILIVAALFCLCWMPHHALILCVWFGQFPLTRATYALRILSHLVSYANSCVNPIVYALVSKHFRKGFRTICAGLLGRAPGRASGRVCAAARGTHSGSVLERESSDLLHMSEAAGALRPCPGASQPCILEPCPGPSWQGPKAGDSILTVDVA
# Phagocytosis inh = inhibitors of macrophage phagocytosis. J774A.1 macrophage IgG-bead phagocytosis, imaging. inhibition, % at 5 µM. 110,000 compounds, 0.07% hits. AID 1029;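 active = inhibition above the mean of the plate negative controls plus 5 SD, cut at about 13% in these data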;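 also: phagocytic index as fraction of beads internalized from green versus red external bead signal; plate controls were DMSO negative control for no effect and cytochalasin-D positive control for full effect; some results beyond the cut were filed as inactive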
# HCT116 bCat-KO = beta-catenin-lacking colon tumor cell growth suppression | HCT116 beta-catenin knockout viability, CellTiter-Glo, 60 h; hits give low values | viability, % at 10 µM | 140,000 compounds, 1.5% hits | AID 818;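 active = viability at or under a set limit, the compound median less 4 SD, cut at about 6% in these data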;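 also: 0% = Hyamine 1622 control at 20 µM and 100% = untreated cell control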
# PTEN del growth = PTEN-deleted cell growth suppression; HCT116 PTEN-null viability, CellTiter-Glo, 60 h; hits give low values; viability, % at 10 µM; 140,000 compounds, 1.2% hits;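 active = viability at or below a set limit, 4 SD under the median of all tested compounds, cut at about 3.7% in these data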;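 also: PTEN knockout HCT116 line with beta catenin targeted HCT116 as companion control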
# The depositor's hits bear a star; x = no result given. Not a hit list. About 6.4% of those tested had a hit in this group.
SMILES,NPY-Y2 antag,Yeast life ext,MRP-1 activ,Measles CPE,BB579 growth dn,E-sel TNF inh,GALR2 blocker,Phagocytosis inh,HCT116 bCat-KO,PTEN del growth
Cc1ccc(S(=O)(=O)N(C)C)cc1NC(=S)NC12CC3CC(CC(C3)C1)C2,5,-1,-5.5,4,8,-3,-22,5,55,51
Cc1ccccc1OC(=O)CCC(=O)OCCCC(F)(F)C(F)(F)F,2,-6,-2.3,11,-39,21,4,-1,100,108
O=C(CCNC(=O)OCc1ccccc1)NC1CCCCC1,3,0,-2.1,13,-13,x,-1,-13,89,94
Cc1ccc2c(Cl)c(C)c(N3CCCCC3)nc2n1,6,7,-0.6,9,-36,x,-16,-3,87,90
Cc1ccc(C)c(Cc2c(C)nc3c(C(=O)NCc4ccc5c(c4)OCO5)cnn3c2C)c1,2,0,-5.1,17,-24,-16,-1,-1,61,51
CCCC(C)C(=O)Nc1cc([N+](=O)[O-])ccc1F (configuration not stated),4,-1,-1.8,2,-62,4,-1,-1,90,91
COc1ccc(Cl)cc1NC(=O)CN1C(=O)CSC1=O,3,-7,1.8,4,-29,14,-13,x,93,97
CCN(c1ccccc1)S(=O)(=O)c1cc(C(=O)Nc2ccc(Br)cc2)ccc1F,4,0,-4.0,2,-59,2,16,-1,17,22
C=CCNC(=O)/C(C#N)=C\c1cc(Cl)c(O)c(OCC)c1,1,0,-4.0,14,-34,x,-21,-3,104,97
O=C(NCc1nnc(SCc2ccc(F)cc2)n1-c1ccccc1)C12CC3CC(CC(C3)C1)C2,5,4,1.1,6,-27,5,-15,-9,65,59
Cc1ccc(CN2C(=O)CCC2C(=O)N2CCN(c3ccc(F)cc3)CC2)cc1 (configuration not stated),3,-6,-1.1,4,20,x,-2,x,88,88
CCCC(=O)NCCCc1nc2ccccc2n1C(C)C,-1,-2,-1.0,6,-14,-6,-6,0,90,92
CN(Cc1ccccc1)C(=O)CN(c1ccc(F)cc1)S(=O)(=O)c1ccc2c(c1)OCCO2,0,x,-1.7,5,-11,-7,-1,x,84,84
Cc1ccc(C)c(NC(=O)CSc2nnc(CCCCCNC(=O)OC(C)(C)C)o2)c1,1,-18,-2.9,21,-14,-11,14,0,83,86
O=C(Nc1ccccc1Cl)N1CCN(c2ccc3nnc(-c4ccccc4)n3n2)CC1,2,-4,-1.3,20,-54,25,4,0,48,44
CC/C(=N\NC(=O)C(N)=O)c1ccccc1O,2,4,5.1*,20,-34,x,8,0,75,81
Cc1ccc(-c2cc(C(=O)N3CCOCC3)c3ccccc3n2)cc1,1,-21,-4.2,7,-23,-11,12,-1,99,84
Cc1c(/N=C/c2ccco2)n(Cc2ccccc2)c2ccccc12,3,-12,-2.0,5,-50,-71,-6,x,88,78
COc1cccc(-c2csc(N3CCN(C(=S)Nc4ccccc4)CC3)n2)c1,1,-21,1.3,7,-33,x,6,x,94,95
O=P(c1ccccc1)(c1ccccc1)C1CCCO1 (configuration not stated),1,0,-1.4,12,-14,x,3,0,97,104
Cc1c2cnn(CC(=O)O)c(=O)c2c(C)n1Cc1ccccc1,3,-9,-0.6,26,-56,x,14,0,100,103
CCOC(=O)c1c(NC(=O)CSc2ncnc3ccccc23)sc(C(C)=O)c1C,7,-5,-4.1,4,-13,3,8,4,61,64
O=C(CSc1nnc(Cc2ccccc2)n1Cc1ccco1)NC1CCCC1,12,-16,-2.8,21,8,2,7,0,103,85
CC(C)Sc1nc2c(c(=O)[nH]c(=O)n2C)n1CCc1ccccc1,5,-5,0.3,14,-31,-27,2,0,83,83
Cc1ccc(N=C(NO)c2nonc2N)c(C)c1,3,6,-0.7,16,-9,10,0,-1,94,93
O=C(CN(Cc1ccccc1)C(=O)CCC(=O)Nc1nccs1)NCc1ccco1,2,-10,-2.5,14,-25,-10,4,-4,116,106
O=C(C1CC1)N1CCC(C(O)(c2ccccc2)c2ccccc2)CC1,3,0,-0.1,5,-8,33,10,x,94,105
COc1cccc(/C=N/N2CCN(c3ccncc3S(=O)(=O)N3CCCCC3)CC2)c1,6,0,-2.0,7,-3,-13,1,0,84,87
Cn1c(=NC(=O)CSCC(=O)N2CCCC2)sc2ccccc21,5,-13,-2.1,10,-22,16,-7,-2,109,94
COc1cccc(C2N(c3ccccn3)C(=O)C3CCCN32)c1OC (configuration not stated),1,2,-0.6,2,-32,x,2,2,92,103
Cc1nn(C)c(C)c1-c1c(C#N)c(N)nc2c1CCCCCC2,6,-2,-0.6,4,-29,21,0,-3,93,98
Cc1nn(CCC#N)c(NC(=O)c2ccc(Cl)cc2Cl)c1P(=O)(Nc1ccc([N+](=O)[O-])cc1)N1CCOCC1 (configuration not stated),4,-11,-0.9,15,-58,8,-12,2,97,98
O=C(Nc1ccc(F)cc1)c1cccnc1N1CCOCC1,-1,-8,-2.8,5,-24,-12,-4,x,91,94
Cc1ccc(/C=N/n2cnnc2)s1,1,-13,-2.6,8,10,4,-2,x,105,94
CC(=O)c1cccc(NC(=S)NC(=O)C(C)C)c1,1,-9,-2.4,4,-6,-22,0,x,90,85
Cc1ccc(-c2nc3c(c(=O)c4ccccc4n3C)c(=O)n2-c2ccccc2)cc1,11,1,-1.2,2,-31,x,5,6,92,82
C=CCN(CC=C)CC(=O)Nc1ccc(S(N)(=O)=O)cc1,0,x,1.3,11,-14,4,-4,x,90,97
Cc1ccc(N(CC(=O)NCc2cccs2)S(=O)(=O)c2cccs2)cc1,5,3,0.1,31,-29,x,-2,1,84,82
O=C(OCc1ccc(Cl)c(Cl)c1)c1ccccn1,4,-11,-0.2,5,-68,x,3,0,96,95
COCCCNC(=O)C1CCN(C(=O)Nc2ccc(Cl)cc2)CC1,4,-1,0.5,14,-38,7,-3,-1,95,94
COc1ccc(/C=N/NC(=O)c2nc(-c3ccccc3)cc(-c3ccccc3)n2)cc1OC,16,-2,-5.0,5,-17,-14,0,-2,76,52
CCCCCNc1nc2ccccc2nc1NS(=O)(=O)c1cccs1,4,-4,0.6,12,-79,19,-3,-2,96,111
CCOc1ccccc1-c1cc(-c2ccccc2)nc2c1c(=O)n(C)c(=O)n2C,5,0,-0.1,7,-24,-9,-8,0,100,99
COc1ccc(NC2c3ccccc3C(=O)N2Cc2ccco2)cc1OC (configuration not stated),3,-2,-1.7,11,-84,-20,10,0,90,82
Clc1ccc(CSc2nnc(-c3sccc3-n3cccc3)o2)cc1,6,-2,1.1,6,-62,-15,-3,x,65,72
COc1ccc(NC(=O)COC(=O)c2ccc(Br)o2)cc1OC,1,-9,-0.1,13,-71,-8,6,0,96,105
Cc1ccc(CNC(=O)COc2ccc3c(c2)CCC3)cc1,9,6,0.9,9,-15,-16,4,1,97,103
CCc1nccn1S(=O)(=O)c1ccc(OC)c(OC)c1,x,-14,-0.9,15,-1,x,x,0,107,106
CS(=O)(=O)N1CCN(Cc2ccccc2C(F)(F)F)CC1,-1,-6,-0.8,11,4,10,2,0,90,89
COc1cccc(/C=N/NC(=O)c2cc(-c3cccn3C)n[nH]2)c1,3,-24,-2.9,5,-13,-39,-2,x,77,76
# The list goes on.
SMILES,NPY-Y2 antag,Yeast life ext,MRP-1 activ,Measles CPE,BB579 growth dn,E-sel TNF inh,GALR2 blocker,Phagocytosis inh,HCT116 bCat-KO,PTEN del growth
Cc1ccc(Nc2nc(CSc3nnc(-c4cccnc4)n3-c3ccccc3F)cs2)cc1,3,-6,-2.6,22,-26,2,5,1,90,82
COc1ccc(/C=N/NC(=O)Cn2nc(C)c([N+](=O)[O-])c2C)cc1,4,2,-1.8,1,-7,4,2,-2,93,88
Cc1cc(C)cc(NS(=O)(=O)c2ccc(NC(=S)NC(=O)c3cccs3)cc2)c1,3,1,-4.3,17,-24,1,-7,-5,57,63
CC(CCc1ccc(O)cc1)NC1C2CC3CC(C2)CC1C3 (configuration not stated),5,3,-3.6,31,-6,x,-8,-1,86,103
Cc1[nH]c2ccccc2c1Cc1nnc(SCC(=O)NCc2ccco2)o1,4,-9,-2.9,20,-10,-27,15,0,90,90
CCOC(=O)c1c(C)[nH]c(C(=O)C(C)OC(=O)c2oc3ccccc3c2COC)c1C (configuration not stated),4,-15,-2.2,4,-47,-2,-7,0,94,92
Cc1ccc(NC2CC(=O)N(Cc3ccccc3)C2=O)cc1 (configuration not stated),4,-28,-2.3,9,10,-7,-22,-3,88,92
C#CCn1c(S(=O)(=O)Cc2ccc(OC)cc2)nc(-c2ccccc2)c1-c1ccccc1,12,0,-4.0,13,-39,-23,-22,x,51,50
COCCCNC(=O)CCn1c(=O)c2ccccc2n(CC(=O)Nc2ccccc2C)c1=O,2,-23,-1.1,18,-30,10,-2,0,75,94

# Among those listed so far, 8 contain a Cl atom:
SMILES,NPY-Y2 antag,Yeast life ext,MRP-1 activ,Measles CPE,BB579 growth dn,E-sel TNF inh,GALR2 blocker,Phagocytosis inh,HCT116 bCat-KO,PTEN del growth
Cc1ccc2c(Cl)c(C)c(N3CCCCC3)nc2n1,6,7,-0.6,9,-36,x,-16,-3,87,90
COc1ccc(Cl)cc1NC(=O)CN1C(=O)CSC1=O,3,-7,1.8,4,-29,14,-13,x,93,97
C=CCNC(=O)/C(C#N)=C\c1cc(Cl)c(O)c(OCC)c1,1,0,-4.0,14,-34,x,-21,-3,104,97
O=C(Nc1ccccc1Cl)N1CCN(c2ccc3nnc(-c4ccccc4)n3n2)CC1,2,-4,-1.3,20,-54,25,4,0,48,44
Cc1nn(CCC#N)c(NC(=O)c2ccc(Cl)cc2Cl)c1P(=O)(Nc1ccc([N+](=O)[O-])cc1)N1CCOCC1 (configuration not stated),4,-11,-0.9,15,-58,8,-12,2,97,98
O=C(OCc1ccc(Cl)c(Cl)c1)c1ccccn1,4,-11,-0.2,5,-68,x,3,0,96,95
COCCCNC(=O)C1CCN(C(=O)Nc2ccc(Cl)cc2)CC1,4,-1,0.5,14,-38,7,-3,-1,95,94
Clc1ccc(CSc2nnc(-c3sccc3-n3cccc3)o2)cc1,6,-2,1.1,6,-62,-15,-3,x,65,72

# Screening data from PubChem BioAssay.
